NPC1 prom act = NPC1 promoter activation. Huh7 NPC1 promoter luciferase reporter, 24 h. Potency, µM (series often up to 9.22 µM), for inactives: at the highest dose activation, usual class: activators. actives 2.4% (n = 320,000). AID 485313;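 further: % of control where 0% means no effect; nearly all actives have a fitted effect of over 60% in size; reporter is driven by a mutant NPC1 promoter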
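Stable NPC1-promoter luciferase Huh7 line; cpd (DMSO) 24 h, 37 °C, 5% CO2; Amplite luciferase reagent 10 min RT; luminescence readout. qHTS format.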
Gal4-VP16 FLuc = Gal4-VP16 reporter inhibition counter-screen. Drosophila S2 Gal4-VP16 UAS-luciferase, luminescence, 20 h. actives 3.5% (n = 310,000). AID 2546. Potency, µM (top dose mostly 53.6 µM), inactives show at the highest dose activity, negative = inhibition, most hits filed as inhibitors;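 further: Gal4-VP16 expression switched on by copper sulfate through the metallothionein promoter; on the % scale 0 is the no-effect control and ±100 the full control effect; nearly all actives have a fitted effect of over 50% in size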
BRCA1 expr act = increases BRCA1 expression; AID 624202; Potency, µM (highest dose often 46.1 µM), for inactives: at the top dose activation, most hits filed as activators; actives 1.1% (n = 380,000); MCF7-BRCA1-FFLuc reporter, luminescence, 48 h; response scale: scaled: vehicle 0%, 10 µM genistein 100%; further: nearly all actives have a fitted effect of over 80% in size; some results filed as inactive show a strong effect at the top dose
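Compounds are tested at multiple concentrations on MCF7 BRCA1-luciferase reporter cells seeded at 2000 per well; after 48 h, a single luminescence end-point is taken and curves fitted to the normalized data.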
RORg inh = inhibitors of mouse ROR gamma transcriptional activity; Drosophila S2 Gal4-RORgamma UAS-luciferase reporter, 20 h; Potency, µM (series often up to 53.6 µM), without a hit: top-dose activity change, negative = inhibition, most hits filed as inhibitors; actives 5.4% (n = 310,000); further: on the % scale 0 is the no-effect control and ±100 the full control effect; nearly all actives have a fitted effect of over 60% in size
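Luminescence from a UAS-regulated Photinus luciferase reporter in stably transfected Drosophila Schneider cells is measured; decreased signal marks ROR gamma inhibition. Fusion expression is induced by 700 uM copper sulfate for 20 hr.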
FLuc modulator = counter-screen for miR-21 project: firefly luciferase inhibitors or activators; P08659; purified FLuc, Km substrates, luminescence inhibition; Potency, µM (doses to about 57.5 µM), for the others: at the highest dose activity change, negative = inhibition, most hits filed as inhibitors; actives 6.9% (n = 360,000); AID 588342;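 further: plate controls were vehicle for no effect and reference inhibitor for full effect; nearly all actives have a fitted effect of over 55% in size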
Target sequence (P08659 whole entry, looked up): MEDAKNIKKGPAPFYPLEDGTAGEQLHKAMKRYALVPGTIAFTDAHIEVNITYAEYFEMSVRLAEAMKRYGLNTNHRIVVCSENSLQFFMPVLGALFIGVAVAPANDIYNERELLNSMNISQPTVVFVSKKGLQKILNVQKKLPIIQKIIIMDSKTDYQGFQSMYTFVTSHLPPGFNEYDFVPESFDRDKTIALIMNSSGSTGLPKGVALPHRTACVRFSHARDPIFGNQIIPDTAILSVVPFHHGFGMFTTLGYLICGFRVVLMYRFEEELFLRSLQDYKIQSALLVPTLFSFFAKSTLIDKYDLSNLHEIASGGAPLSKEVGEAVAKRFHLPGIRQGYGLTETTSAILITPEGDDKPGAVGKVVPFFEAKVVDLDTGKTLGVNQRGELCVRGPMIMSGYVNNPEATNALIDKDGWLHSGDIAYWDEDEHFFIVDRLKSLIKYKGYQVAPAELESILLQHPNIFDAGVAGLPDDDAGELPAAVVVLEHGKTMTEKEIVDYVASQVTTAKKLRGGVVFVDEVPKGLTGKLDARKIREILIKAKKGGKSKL
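Purified P. pyralis luciferase, 10 nM final, with Km-level 10 uM D-luciferin and 10 uM ATP in 50 mM Tris acetate pH 7.5, 10 mM Mg acetate, 0.01% Tween-20, 0.05% BSA; 6-point qHTS titration about 60 µM downward; luminescence read.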
uPA generation = blocks generation of uPA at the cell surface | cell surface uPA generation assay, qHTS | Potency, µM (series often up to 38.3 µM), without a hit: top-dose activity change, negative = inhibition, usual class: inhibitors | actives 0.31% (n = 330,000); active means well fitted inhibition curve with a large enough effect; inconclusive means small, poorly fitted or top-dose-only effect; inactive means no such curve, though single readings can be large or run the other way; tested in mouse RAW 264.7 cells; further: on the % scale 0 is the no-effect control and ±100 the full control effect; nearly all actives have a fitted effect of over 55% in size
p53 reactivation = mutant p53 re-activation in reporter cells; H1299 p53-A138V BP100-luciferase reporter, luminescence, 24 h; AID 504706; actives 0.063% (n = 320,000); Potency, µM (doses to about 92.2 µM), for the others: at the top dose activity change, positive = activation, hits mostly activators; further: % of control where 0% means no effect; nearly all actives have a fitted effect of over 45% in size
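H1299 (p53-null), stable ts p53-A138V + BP100-Luc; 1000 cells/well, Opti-MEM/10% FBS; cpd 4 pt, 1:5; 24 h, 37 deg C, 5% CO2; detection reagent 10 min RT; luminescence.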
ELG1 genotoxic = genotoxicity induction in ELG1-luciferase HEK293T cells; Potency, µM (highest dose often 46 µM), for inactives: at the top dose activity change, positive = activation, most hits filed as activators; actives 1.3% (n = 330,000); AID 504466; HEK293T ELG1-luciferase reporter, luminescence, 16 h; further: % of control where 0% means no effect; nearly all actives have a fitted effect of over 60% in size
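Genotoxic stress is detected as increased luminescence from luciferase-tagged ELG1 in HEK293T cells, measured with ONE-Glo after a 16 hr treatment at 37 °C.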
Rab9 prom act = Rab9 promoter activation; actives 2.8% (n = 320,000); AID 485297; Huh7 Rab9 promoter-luciferase reporter, luminescence, 24 h; Potency, µM (series often up to 9.22 µM), inactives show at the top dose activation, negative = inhibition, hits mostly activators; further: % of control where 0% means no effect; nearly all actives have a fitted effect of over 60% in size
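Cells were plated at 1500 per well in reduced-serum medium with 10% FBS and left 2 h. Compound in DMSO was then added for 24 h at 37 °C. Reporter signal was read by luminescence after 10 min with luciferase detection reagent.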
MBNL1-CUG inh = inhibitors of human MBNL1 binding to CUG repeat RNA; TR-FRET MBNL1-His/biotin-(CUG)12 binding, 665/545 ratio; Potency, µM (doses to about 57.5 µM), without a hit: at the top dose activity change, negative = inhibition, most hits filed as inhibitors; actives 0.036% (n = 280,000); AID 2675; active means well fitted inhibition curve with a large enough effect in the signal ratio, with a control signal flat, not every such curve was filed as active; inconclusive means small, poorly fitted or top-dose-only effect, or effect the other way, or a change in a side signal; inactive means no such curve, though single readings can be large or run the other way; the % refers to the signal ratio; further: on the % scale 0 is the no-effect control and ±100 the full control effect
Target sequence (Q9NR56 whole entry, looked up): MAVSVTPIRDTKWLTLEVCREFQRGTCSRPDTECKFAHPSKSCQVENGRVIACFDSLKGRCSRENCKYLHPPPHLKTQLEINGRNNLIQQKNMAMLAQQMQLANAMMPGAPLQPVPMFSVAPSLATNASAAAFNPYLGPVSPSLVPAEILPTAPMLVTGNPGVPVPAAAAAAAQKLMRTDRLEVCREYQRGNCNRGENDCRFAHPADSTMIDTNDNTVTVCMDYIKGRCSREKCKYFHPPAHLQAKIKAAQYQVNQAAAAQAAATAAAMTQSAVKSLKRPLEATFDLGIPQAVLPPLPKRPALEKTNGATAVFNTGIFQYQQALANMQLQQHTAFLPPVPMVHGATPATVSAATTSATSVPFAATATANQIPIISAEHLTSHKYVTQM
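MBNL1-His + Biotin-(CUG)12, cpd titration 92 nM–58 uM; Tb anti-His Ab 0.055 ng/ul, SA-XL665 5 nM (final); 60 min RT; ratiometric 665/545 nm, Ex 340 nm; normalized to buffer and full-complex controls.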
Numbers without * were called inactive; ? = inconclusive; nt = not tested or not shown; & = joins results of further samples; [ ] = another dose, or the depositor's remark. Unless noted, the call rests on the fitted dose curve; in most records, active means well fitted curve in the direction sought with a large enough effect; inconclusive means small, poorly fitted or top-dose-only effect, or another doubt; inactive means no such curve, though single readings can be large; an effect the other way counts as inactive or inconclusive. Potency means the concentration at half of the fitted maximal effect.

molecule | NPC1 prom act | Gal4-VP16 FLuc | BRCA1 expr act | RORg inh | FLuc modulator | uPA generation | p53 reactivation | ELG1 genotoxic | Rab9 prom act | MBNL1-CUG inh
Cc1ccc(Sc2cnc3ccccc3n2)cc1 | ? | 0% | 7.1µM* | 30% | 6.7µM* | 0% | ? | 2.6µM* | 3.5µM* | 25%
O=C(N/N=C/c1ccc(Br)s1)c1ccccc1[N+](=O)[O-] | 2% | 6.3µM* | -28% | 2.5µM* | -3% | -1% | -3% | -3% | -4% | ?
Cc1cc(=S)[nH]c2ccccc12 | -6% | -2% | -6% | ? | -4% | -1% | -7% | 3% | 1% | 4%
O=C(C[n+]1cccc(/C=N/O)c1)N(Cc1ccccc1)Cc1ccccc1 | 2% | 2% | -13% | 7% | 0% | 2% | 1% | -3% | 0% | 5%
O=C(c1cc(COc2ccc(F)cc2Cl)on1)N1CCC(c2ccncc2)CC1 | -13% | 7.1µM* | -34% | 11µM* | ? | -4% | 2% | 12% | -13% | 12%
Cc1onc(-c2ccccc2)c1C(=O)Nc1nnc(N2CCCCCC2)s1 | 2% | 0.35µM* | 0% | ? | -14% | -1% | 1% | 2% | -1% | -14%
CSc1ncc(Cl)c(C(=O)Nc2ccccc2[N+](=O)[O-])n1 | -4% | -1% | -22% | -15% | 1% | -2% | 12% | 0% | 2% | 2%
CC(C)CC(C(=O)O)N1C(=O)[C@@H]2[C@H](C1=O)[C@@H]1C[C@H]2C(Br)C1Br (stereo not given in full) | 0% | -13% | 11% | 11% | 2% | 4% | 7% | 1% | -2% | -20%
O=C(Cc1ccccc1)Nc1ccccc1C(=O)N1CCCCC1 | -4% | 4% | 35% | -2% | 4% | 0% | 2% | 3% | 5% | -7%
CC(C)c1ccc(Cc2nnc(NCCCO)[nH]c2=O)cc1 | -4% | -2% | 5% | 2% | 2% | 1% | 5% | 2% | -5% | 0%
CCOc1ccc2oc(C(=O)NC(C)(C)CC)c(C)c2c1 | ? | -13% | ? | 31% | 17µM* | nt | 15% | ? | 2.5µM* | 5%
COc1ccccc1OCC(=O)Nc1cc(NC(=O)COc2ccccc2OC)cc(C(=O)O)c1 | 1% | 7% | 14% | 8% | -13% | -1% | -14% | 11% | 4% | -5%
O=C(O)c1ccc(Cl)c(S(=O)(=O)NCc2ccco2)c1 | -1% | 0% | 0% | -13% | 2% | 5% | -5% | -2% | 14% | -12%
O=S(=O)(N/N=C\c1ccc(-c2ccccc2Cl)o1)c1ccccc1 | 2% | ? | -26% | ? | -7% | 0% | -1% | -2% | -3% | 20µM*
[O-]/C(=C(\C(=S)Nc1ccc(SC(F)F)cc1)[n+]1ccccc1)c1ccc(Cl)cc1Cl | -9% | 3% | -48% | -31% | -9% | -7% | 7% | -1% | -7% | ?
Cc1cc(=O)[nH]c(N/N=C/C(C)c2ccccc2)n1 (stereo not given) | -4% | -2% | -2% | -15% | 7% | 1% | -3% | 2% | 2% | 1%
CCOc1ccc(NC(=O)CN2CCN(CC(=O)Nc3ccc4c(c3)OCCO4)CC2)cc1 | 2% | -4% | -14% | 18% | 2% | -2% | -1% | 1% | -4% | -3%
CC(=O)c1cc(Cl)ccc1OCC(=O)Nc1cccc(S(=O)(=O)N2CCCC2)c1 | 3% | nt | 3% | nt | ? | 8% | 16% | 1% | 0% | nt
O=C(NC(=S)Nc1ccc(CN2CCOCC2)cc1)c1ccc(-c2ccc(Cl)cc2)o1 | -4% | 8% | 5% | -41% | 2% | 15% | 6% | 4% | -12% | -9%
COc1cc2c(cc1OC)CN(CCC(=O)c1ccc(Br)cc1)CC2 | -2% | ? | -85% | 11µM* | -3% | 1% | -19% | -1% | 0% | 1%
O=C(c1ccccn1)N1CCCC(N2CCN(c3cccc(C(F)(F)F)c3)CC2)C1 (stereo not given) | -1% | -12% | -12% | 10% | -7% | -8% | 1% | -5% | 9% | 2%
COc1ccc(-c2sc3cc4c(cc3c2-c2ccc(OCCN3CCOCC3)cc2)OCO4)cc1 | nt | nt | 5% | nt | nt | 1% | 2% | -1% | nt | nt
COc1cc2c(cc1OC)C(C(=O)NCC1COc3ccccc3O1)C(c1cccnc1)N(C)C2=O (stereo not given) | 0% | -10% | 21% | -5% | -2% | 1% | 8% | 2% | 3% | -2%
CC(C)NC(=S)N/N=C/c1sc(N2CCCCC2)nc1-c1cccs1 | -4% | ? | 46% | 1.4µM* | 3µM* | -1% | 18% | 9% | 13% | nt
S=c1[nH]nc(COc2ccc(Cl)cc2)n1-c1ccc(Cl)cc1 | -8% | ? | -18% | 5.6µM* | -1% | -2% | 32% | 0% | -2% | -5%
Cc1cc(-c2ccc(S(=O)(=O)NCc3ccc(F)cc3)cc2)on1 | -1% | -4% | -25% | -5% | -1% | 1% | 4% | -1% | -6% | 0%
O=C(Nc1nc2c(s1)CCCC2)c1cccc(S(=O)(=O)N2CCCc3ccccc32)c1 | -5% | 13µM* | -47% | 3.2µM* | -20% | 0% | 12% | 8% | -3% | 1%
O=C1NC(=O)/C(=C\c2ccccc2OCc2ccccc2)S1 | -4% | -5% | 18% | 12% | 27µM* | 6% | 7% | -1% | 1% | nt
Cc1cc(=O)n2nc(N3CCC(C(=O)Nc4c(F)c(F)c(F)c(F)c4F)CC3)sc2n1 | -2% | -3% | 12% | 8% | 0% | 5% | -3% | 0%[9.26 µM] | 1% | 0%
CCN(CC)S(=O)(=O)c1cc(C(=O)Nc2ccncc2)ccc1Cl | -7% | ? | -67% | ? | ? | -11% | 13% | -11% | -18% | -11%
COCC(C)n1c(C)cc(C(=O)CSc2ncccn2)c1C (stereo not given) | 3.2µM* | -6% | ? | -23% | 15µM* | 3% | -4% | ? | 4µM* | 1%
CCOc1ccc(NC(=S)N2CCCN(Cc3cc(C)ccc3C)C2)cc1 | 1% | -5%[10 µM] | -29% | 20% | 1% | -28% | -3% | -21% | -9% | -16%
Cc1cccc(C)c1NC(=O)COC(=O)c1ccc([N+](=O)[O-])o1 | -1% | -7% | -2% | -28% | 1% | nt | 5% | -3% | 0% | 21%
Cc1cccc(OCC(=O)N2CCC3(CC2)CC(=O)c2ccccc2O3)c1 | -4% | nt | -1% | nt | 0% | -5% | -1% | -1% | -5% | nt
Cc1nc(N/N=C/c2ccc(O)cc2)c2cnn(-c3ccccc3)c2n1 | -1% | 5% | -33% | 42% | ? | -25% | -1% | -7% | -4% | -2%
Cc1ccc(C(=O)Nc2cccc(S(=O)(=O)N3CCCCC3)c2)cc1[N+](=O)[O-] | -5% | nt | -45% | nt | -14% | -16% | -5% | -5% | -11% | nt
Cc1cccc(OCC(=O)N(Cc2cccs2)C2CCS(=O)(=O)C2)c1C (stereo not given) | 1% | 4% | -1% | 1% | -3% | 0% | -3% | 3% | -4% | 1%
Cc1c(NC(=O)C(C)Sc2nnc(-c3ccccc3)o2)c(=O)n(-c2ccccc2)n1C (stereo not given) | 3% | -11% | 6% | 12% | -5% | 2% | 0% | -2% | -2% | 2%
O=C(CSc1nnc(-c2ccc(F)cc2)o1)N1CCN(C(=O)c2ccco2)CC1 | 0% | 2% | 0% | -17% | 4% | -5% | 0% | 0% | -5% | -18%
Nc1cccc(-c2cc(-c3ccccc3)nc(-c3cccc(N)c3)n2)c1 | 1% | -22% | -76%[inhibitor] | 32% | 2% | 7% | -21% | -6% | -9% | nt
COc1cc(C#N)c(NC(=O)CN2CCN(CCO)CC2)cc1OC | -2% | 1% | -1% | 0% | -2% | 1% | 4% | -1% | -2% | -5%
O=C(O)c1cccc(-n2nnnc2SCc2ccccc2Cl)c1 | -1% | -7% | 20% | -1% | ? | 5% | -1% | 1% | -2% | -20%
COC(=O)C1=C(C)N(Cc2ccccc2)C(=NCCc2ccccn2)N[C@H]1c1cccc(C(F)(F)F)c1 | -2% | -18% | -28%&0% | ? | -3% | ? | 0% | -5% | -6% | -14%
COc1ccc(CNC(=O)CSc2nnc3c(n2)[nH]c2ccc(OC)cc23)cc1 | 0% | -4% | -26% | 2% | 3% | 1% | -3% | -1% | 6% | 12%
CNc1nc(Nc2ccc(C)c(Cl)c2)c2cnn(C)c2n1 | -5% | -8% | -51% | 36% | -8% | -19% | 1% | -2% | -1% | -7%
Cc1cc(C)c(S(=O)(=O)N2CCCOC2CNC(=O)C(=O)NCc2cccs2)c(C)c1 (stereo not given) | -2% | -2% | -1% | 15% | 0% | 36%[activator] | -4% | 7% | -3% | -7%
Cc1ccc(S(=O)(=O)N=S(CC2CC2(Cl)Cl)CC2CC2(Cl)Cl)cc1 (stereo not given) | -2% | 2% | -45% | -7% | 1% | nt | -4% | -2% | -2% | 3%
Cc1ccc(Cn2c(O)c(N=NC(=S)Nc3ccccc3F)c3cc(S(=O)(=O)N4CCOCC4)ccc32)cc1 | -4% | ? | -40% | 2µM* | 0% | -22% | 3% | -3% | -11% | 7%
COCC(=O)N1CCC(Oc2ccc(C(=O)N[C@H](C(=O)OC)C(C)C)cc2)CC1 | -4% | -3% | 0% | -11% | 1% | -7% | -6% | 4% | -4% | -4%
Cc1cccc(NC(=O)c2nc[nH]c2C(=O)NCc2ccccc2)c1 | -2% | nt | -34% | nt | -1% | -4% | -10% | -5% | -7% | nt

Screens deposited in PubChem BioAssay by National Center for Advancing Translational Sciences (NCATS).
